# Bioassay records from PubChem BioAssay.
# HepG2 viability – counter-screen for TGF-b inhibitors: cytotoxicity in HepG2 cells; AID 588856; Potency, µM (top dose mostly 46.1 µM), for the others: at the highest dose activity change, negative = cytotoxicity, hits mostly cytotoxic; 410,000 compounds, 0.76% hits; HepG2 CAGA-GFP viability, ATP luminescence, 18 h; further: some results filed as inactive show a strong effect at the top dose
#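 HepG2 CAGA-GFP cells (1000/well, DMEM with 1% FBS) received compound, then TGF-beta at 500 pg/mL final, and were incubated 18 hours at 37 degrees C. Viability was read by CellTiter-Glo luminescence. Media-only wells were set as complete cell-killing and DMSO as no toxicity.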
# A549 viability – kills or reduces viability of A549 cells in Nrf2 counter-screen; A549 ARE-Fluc cells, CellTiter-Fluor viability, 18-24 h; Potency, µM (series often up to 46 µM), for the others: top-dose activity change, negative = cytotoxicity, actives largely listed as inhibitors; 390,000 compounds, 0.16% hits; AID 504648; further: on the % scale 0 is the no-effect control and ±100 the full control effect
#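 A549 ARE_Fluc cells in 5% FBS OPTI-MEM were exposed to compounds in concentration-response for 18-24 h at 37 deg C. Viability was read by CellTiter-Fluor fluorescence (Ex 405/Em 525) after 30 min, before the luciferase read.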
# Nrf2 block – Nrf2 pathway inhibition; A549 ARE-Fluc reporter, luciferase luminescence, 18-24 h; Potency, µM (highest dose often 46 µM), inactives show top-dose activity change, negative = inhibition, actives largely listed as inhibitors; 360,000 compounds, 2.1% hits; AID 504444; further: on the % scale 0 is the no-effect control and ±100 the full control effect; nearly all actives have a fitted effect of over 60% in size
#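 Quantitative HTS in A549 cells stably bearing an antioxidant response element-firefly luciferase construct. Inhibition of Nrf2-driven transcription was scored by luminescence after 18-24 h of compound exposure at 37 °C.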
# MCF10A rereplic – induces DNA re-replication in MCF 10a normal breast cells; MCF 10A DNA re-replication, Hoechst nuclear intensity, 48 h; Potency, µM (top dose mostly 46.1 µM), inactives show at the top dose activity, positive = re-replication, hits mostly activators; 350,000 compounds, 2.9% hits; further: % of control where 0% means no effect; nearly all actives have a fitted effect of over 50% in size
# Nrf2 activator – activates Nrf2 signaling. Potency, µM (doses to about 46.1 µM), inactives show at the highest dose activation, usual class: activators. 410,000 compounds, 0.31% hits. AREc32 ARE-luciferase reporter (MCF7-derived line), luminescence, 24 h; further: % of control where 0% means no effect; nearly all actives have a fitted effect of over 65% in size
#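 AREc32 cells carrying an ARE-driven firefly luciferase reporter were seeded at 1000 cells/well in OPTI-MEM with 5% FBS, then exposed to compound for 24 hr at 37 deg C. Luminescence was read with Steady-Glo after 30 min at RT.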
# ATXN viability – reduces viability in counter-screen for ATXN expression inhibitors; S2 cells (HEK-293 line with an ATXN2-luciferase reporter) viability, CellTiter-Fluor protease fluorescence, 24 h; Potency, µM (top dose mostly 56.7 µM), usual class: cytotoxic; 400,000 compounds, 0.49% hits; AID 651635; further: nearly all actives have a fitted effect of over 40% in size
# TGFb SMAD3 inh – inhibitors of TGF-b signaling; HepG2 CAGA-GFP TGF-b/SMAD3 reporter, GFP fluorescence, 18 h; TGF-beta stimulated, 500 pg/mL final; Potency, µM (series often up to 46.1 µM), for the others: top-dose activity, negative = inhibition, usual class: inhibitors; 410,000 compounds, 1.2% hits; AID 588855; further: on the % scale 0 is the no-effect control and ±100 the full control effect; nearly all actives have a fitted effect of over 65% in size
#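 First, reporter cells (HEPG2 CAGA-GFP) rested 2 h at 37 degrees C. Next, compounds were pinned in and TGF-beta added to 500 pg/mL final. After 18 h, GFP was imaged per cell and summed per well.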
# ATXN2 expr inh – reduces ATXN2 reporter expression in HEK-293 cells | HEK-293 ATXN2-luciferase reporter, luminescence, 24 h | Potency, µM (series often up to 57 µM), for the others: at the highest dose activity change, negative = inhibition, most hits filed as inhibitors | 360,000 compounds, 0.72% hits | AID 1745845; further: on the % scale 0 is the no-effect control and ±100 the full control effect; nearly all actives have a fitted effect of over 55% in size
#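 ATXN2-luciferase reporter cells (luciferase flanked by upstream and downstream ATXN2 gene portions) were treated 24 h at 37 °C with compounds at up to 57 uM. SteadyGlo luminescence gave expression; GF-AFC fluorescence gave viability.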
# EPAC2 antagonist – blocks human EPAC2 exchange factor. Q8WZA2. EPAC2 GEF exchange of Rap1B-BODIPY-GDP, fluorescence. Potency, µM (titrated, usually from 114 µM), for inactives: at the highest dose activity, negative = inhibition, usual class: inhibitors. 360,000 compounds, 0.18% hits. AID 720708; further: on the % scale 0 is the no-effect control and ±100 the full control effect; nearly all actives have a fitted effect of over 45% in size; many of its hits are not listed in these tables
# Target sequence (Q8WZA2 whole entry, looked up): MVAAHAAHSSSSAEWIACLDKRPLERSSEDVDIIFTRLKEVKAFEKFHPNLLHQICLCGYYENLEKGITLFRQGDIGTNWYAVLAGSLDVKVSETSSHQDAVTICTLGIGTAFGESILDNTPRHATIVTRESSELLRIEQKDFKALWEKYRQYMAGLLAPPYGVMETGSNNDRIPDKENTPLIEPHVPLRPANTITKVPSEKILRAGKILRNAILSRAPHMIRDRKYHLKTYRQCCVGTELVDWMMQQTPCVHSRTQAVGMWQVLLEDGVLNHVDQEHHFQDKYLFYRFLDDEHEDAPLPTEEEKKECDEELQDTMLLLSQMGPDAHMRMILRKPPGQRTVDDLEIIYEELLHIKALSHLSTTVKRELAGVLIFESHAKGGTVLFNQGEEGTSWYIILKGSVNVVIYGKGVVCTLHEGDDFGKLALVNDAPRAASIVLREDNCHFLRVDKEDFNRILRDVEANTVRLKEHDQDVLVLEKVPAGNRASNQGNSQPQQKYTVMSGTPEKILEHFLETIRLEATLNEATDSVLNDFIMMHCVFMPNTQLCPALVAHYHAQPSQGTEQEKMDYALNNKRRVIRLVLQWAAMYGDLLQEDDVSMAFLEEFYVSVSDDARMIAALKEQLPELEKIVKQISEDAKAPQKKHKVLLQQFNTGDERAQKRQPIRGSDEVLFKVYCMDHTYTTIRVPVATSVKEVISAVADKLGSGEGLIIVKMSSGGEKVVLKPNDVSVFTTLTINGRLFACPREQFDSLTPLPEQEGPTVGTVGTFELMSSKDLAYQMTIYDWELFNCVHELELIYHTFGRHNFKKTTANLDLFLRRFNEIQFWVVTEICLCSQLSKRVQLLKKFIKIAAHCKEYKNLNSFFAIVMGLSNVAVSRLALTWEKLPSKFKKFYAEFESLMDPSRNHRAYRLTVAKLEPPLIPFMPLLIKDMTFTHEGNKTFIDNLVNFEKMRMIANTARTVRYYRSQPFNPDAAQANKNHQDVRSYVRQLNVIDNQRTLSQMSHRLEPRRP
# Starred values were filed as active, the others as inactive; i = inactive; u = inconclusive; x = not tested or not shown; [ ] = dose if it differs, or a comment. The call rests on the fitted dose curve; in most records, active means well fitted curve in the direction sought with a large enough effect; inconclusive means small, poorly fitted or top-dose-only effect, or another doubt; inactive means no such curve, though single readings can be large; an effect the other way counts as inactive or inconclusive. Potency means the concentration at half of the fitted maximal effect.
SMILES,HepG2 viability,A549 viability,Nrf2 block,MCF10A rereplic,Nrf2 activator,ATXN viability,TGFb SMAD3 inh,ATXN2 expr inh,EPAC2 antagonist
CCn1ccc2cc(S(=O)(=O)N3CCCN(C(=O)Nc4ccc(C)c(F)c4)CC3)ccc21,-1%,3%,x,x,5.9%,i,u,-7%,x
NS(=O)(=O)c1ccc(NC(=S)Nc2ccc(Br)c(Cl)c2)cc1,-23%,u,3%,u,0.2%,i,u,-17%,-11%
Cc1nnc(SCC(=O)N(CC(C)C)C2CCS(=O)(=O)C2)s1 (configuration not stated),-11%,7%,14%,-5%,0.4%,i,u,7%,4%
O=C(/C=C/c1cccc([N+](=O)[O-])c1)c1ccc2c(c1)OCCO2,-31%,16%,3%,u,5.0%,i,u,-5%,4%
O=C(CCCC(=O)NN=Cc1cccc(O)c1)NN=Cc1cccc(O)c1,6%,0%,14%,-2%,0.8%,i,9%,-14%,5%
O=C1C2C3C=CC(C2C(=O)N1c1nccs1)C1C(=O)N(c2nccs2)C(=O)C31 (configuration not stated),11%,-1%,14%,-11%,0.0%,i,11%,-9%,10%
Cc1ccc(S(=O)(=O)NNC(=O)c2cnn(-c3ccccc3)c2C(F)(F)F)cc1,-23%,-9%,u,-5%,0.1%,i,-18%,x,3%
COc1cc(-c2nc(-c3ccc4c(c3)-c3ccccc3S4(=O)=O)c(-c3ccccc3)[nH]2)cc(OC)c1O,-23%,-24%,u,u,-0.7%,u,-16%,4%,-2%
CCN(CC)S(=O)(=O)c1cccc(C(=O)N[C@H](C(=O)Nc2nc3ccccc3s2)C(C)C)c1,-28%,-8%,5%,27%,5.1%,i,u,10%,5%
C=CCOc1cccc(C2C(C(=O)c3ccco3)=C(O)C(=O)N2CCN(CC)CC)c1 (configuration not stated),-4%,-5%,4%,1%,-0.3%,i,13%,-7%,-3%
CCc1ccc(NC(=O)Cn2cc([N+](=O)[O-])nc2C)cc1,-15%,10%,u,6%,4.3%,i,-18%,-15%,-9%
COc1ccc(C(C(=O)NC2CCCCC2)N(C(=O)CCl)c2ccc(C)cc2)cc1 (configuration not stated),-39%,-13%,u,30%,14%,x,u,u,-17%
O=C(CSCc1ccccc1)Nc1ccc(S(=O)(=O)N2CCOCC2)cc1,-13%,1%,-26%,-7%,-0.3%,i,2%,-12%,0%
C#CCOCCOCCOCCNc1nc(N2CCN(C(=O)CCCCCCCCCCNC(=O)Cn3cc(CCCCCN)nn3)CC2)nc(N2CCN(C(=O)CCCCCCCCCCNC(=O)[C@H]([C@@H](C)CC)n3cc(CCCCN=C(N)N)nn3)CC2)n1,-102%,u,u,u,-3.1%,16µM*,u,20µM*,10%
C/C(CC(C)C)=N\NC(=O)Nc1ccccc1,9%,2%,1%,2%,-0.2%,i,-10%,4%,15%
O=C(NCc1cn(-c2ccccc2)nc1-c1ccc(F)cc1)c1cccc([N+](=O)[O-])c1,16%,-16%,u,3%,1.5%,i,-24%,6%[11.3 µM],-10%
Cc1c(NC(=O)c2ccc(Br)o2)c(=O)n(-c2ccccc2)n1C,0%,-3%,0%,u,-0.1%,i,-7%,2%,8%
CCOCc1cc(CN2CCCC(CNC(=O)c3ccco3)C2)ccc1OC (configuration not stated),11%,0%,2%,0%,0.0%,i,2%,-8%,12%
O=C(NNC1=NCCC1)c1ccc(Br)cc1,-4%,-1%,x,2%,3.8%,i,4%,1%,-18%
O=C1CC/C=C\C[C@@H](CC(=O)N(CCO)Cc2ccccc2)C(=O)N[C@H](Cc2c[nH]c3ccccc23)CO1,4%,1%,5%,-4%,-0.9%,i,13%,-6%,8%
C#CCN(C[C@@H]1[C@@H](OC(=O)Nc2cccs2)[C@@H](OC(=O)Nc2cccs2)Cn2c(=O)ccc(=O)n21)S(=O)(=O)c1ccc(C)cc1,5µM*,x,x,x,-5.1%,3.5µM*,5.6µM*,3.5µM*,2%
O=[N+]([O-])c1ccccc1S(=O)(=O)N(CC1CO1)c1ccccc1 (configuration not stated),-9%,-5%,6%,0%,17%,i,-5%,1%,-12%
O=C(NCc1ccco1)c1cccc(Br)c1,-6%,-7%,-2%,3%,-0.2%,i,0%,x,5%
O=C(NCc1cccc(C(F)(F)F)c1)c1csc([C@@H]2O[C@H](CO)[C@H](O)[C@H](O)[C@H]2O)n1,17%,x,x,x,-0.9%,i,-3%,18%,10%
Cc1ccc(NC(=O)Nc2cccc([N+](=O)[O-])c2)nc1,0%,-4%,u,0%,5.8%,i,8%,-8%,0%

# (list continues)
SMILES,HepG2 viability,A549 viability,Nrf2 block,MCF10A rereplic,Nrf2 activator,ATXN viability,TGFb SMAD3 inh,ATXN2 expr inh,EPAC2 antagonist
COc1ccc(CNC(=O)CCc2nc3cc(S(=O)(=O)N(C)C)ccc3n2C)cc1OC,-4%,-2%,3%,3%,-0.2%,i,-13%,13%,7%
COC(=O)c1c(-c2ccccc2OC)sc2cc3c(cc12)OCO3,-7%,13%,20%,u,11%,i,-7%,19%,-25%
CCOc1ccc(NC(=S)NC(=O)c2cnn(CC)c2)c([N+](=O)[O-])c1,1%,-3%,3%,4%,0.2%,i,1%,1%,9%
O=C(CSc1nnc(-c2ccncc2)n1-c1ccc(Cl)cc1)N1CCOCC1,1%,3%,-3%,-7%,-0.6%,i,23%,4%,3%
COc1ccc(-c2ccc(F)cc2)cc1C1C2C=CCC(C)C2C(=O)N1Cc1ccccc1 (configuration not stated),-1%,0%,u,x,x,x,-8%,x,x
CCN(CCNC(=O)CN(C)S(=O)(=O)c1cccc2nsnc12)c1ccccc1,0%,-13%,-18%,0%,0.2%,u,-5%,-7%,-1%
O=C(Nc1cccc([N+](=O)[O-])c1)C(=O)N1CCCCC1,-20%,-11%,u,-14%,16%,i,-6%,x,2%
COc1ccc(C(=O)NNC(=S)NC(=O)c2ccc(Br)o2)cc1OC,-28%,-1%,u,13%,-0.5%,i,-24%,-34%,-4%
CCS(=O)(=O)N1N=C(c2ccccc2)CC1c1ccc2nccnc2c1 (configuration not stated),-2%,-8%,-17%,-1%,3.6%,i,0%,7%,11%
Cc1ccc(Cn2cnc3c(nnn3Cc3ccc(Cl)cc3)c2=O)cc1,-3%,15%,x,-21%,-0.5%,i,-3%,-11%,15%
C#CCOCCOCCOCCNc1nc(N2CCN(C(=O)[C@H]([C@@H](C)CC)n3cc(CCC(=O)O)nn3)CC2)nc(N2CCN(C(=O)[C@H](C)n3cc(CCCN=C(N)N)nn3)CC2)n1,3%,1%,7%,4%,0.6%,i,-7%,0%,13%
CC(C)Cn1c(-c2ccccc2)nc(=S)c2c1CCCC2,11%,1%,12%,-4%,-0.5%,i,-18%,-4%,10%
CC1=C(C(=O)Nc2ccc(Cl)cc2)C(c2ccccc2)n2ncc(C(=O)Nc3ccccc3)c2N1 (configuration not stated),-36%,-24%,16µM*,x,4.4%,x,u,x,x
CC(O)(c1ccc(F)c(F)c1)c1nc(-c2csc3ccccc23)cs1 (configuration not stated),-70%,x,x,x,0.0%,u,u,-24%,-9%
COc1cc(OC)cc(C(=O)NCC(=O)NCc2ccccn2)c1,2%,6%,8%,-14%,0.1%,i,8%,0%,-5%
O=C(Nc1ccccc1C(=O)N1CCCC1)c1cccc(S(=O)(=O)N2CCCCCC2)c1,5%,-1%,-2%,15%,0.2%,i,-20%,2%,-4%
O=C(/C=C/c1ccc(Br)o1)NCCCN1CCOCC1,-12%,6%,-1%,3%,0.6%,i,13%,x,0%
CC(CCc1ccccc1)NS(=O)(=O)c1ccccc1 (configuration not stated),-28%,-10%,u,7%,0.3%,i,1%,-6%,-1%
Clc1ccc(NCc2cccnc2)cc1,22%,1%,-18%,-3%,0.5%,i,1%,-11%,-11%
CCOC(=O)N(C)C[C@H]1OCc2cnnn2CCCC(=O)N([C@H](C)CO)C[C@H]1C,-7%,x,x,x,-2.6%,i,3%,-3%,0%
CC(C)N1CC(C(=O)Nc2ccc(Br)c(Cl)c2)CC1=O (configuration not stated),2%,0%,-3%,-1%,-0.8%,i,0%,-3%,7%
O=C(CN1C(=O)COc2ccc(S(=O)(=O)N3CCCC3)cc21)N1CCN(c2ccccc2F)CC1,3%,0%,-2%,x,0.1%,u,3%,7%,x
O=C(Cc1ccccc1)Nc1ccc(SC(F)F)cc1,-18%,-1%,u,2%,4.0%,i,-2%,25%,3%
CNC[C@@H]1Oc2c(NC(=O)Nc3ccc(F)cc3)cccc2C(=O)N([C@H](C)CO)C[C@@H]1C,-22%,-2%,1%,26%,2.3%,i,-5%,4%,-5%
Cc1ccc(C)c(Cn2c(C3CC(=O)N(c4ccccc4C)C3)nc3ccccc32)c1 (configuration not stated),-22%,1%,u,x,3.7%,u,u,u,x
CCN1CCOC(=O)C1CC(=O)Nc1cc(Cl)ccc1C (configuration not stated),-3%,-3%,2%,x,7.0%,x,u,x,x
O=C(CCS(=O)(=O)c1cccc2nsnc12)NCc1ccccc1,-9%,-7%,-15%,-2%,-0.8%,i,5%,3%,-10%
Cc1ccn2c(=O)cc(COc3cccc(NC(=O)Nc4cccc(Cl)c4C)c3)nc2c1,1%,2%,x,x,0.8%,x,1%,x,x

# Retrieved by compound from above, 4 records:
SMILES,HepG2 viability,A549 viability,Nrf2 block,MCF10A rereplic,Nrf2 activator,ATXN viability,TGFb SMAD3 inh,ATXN2 expr inh,EPAC2 antagonist
CCN(CCNC(=O)CN(C)S(=O)(=O)c1cccc2nsnc12)c1ccccc1,0%,-13%,-18%,0%,0.2%,u,-5%,-7%,-1%
COc1ccc(CNC(=O)CCc2nc3cc(S(=O)(=O)N(C)C)ccc3n2C)cc1OC,-4%,-2%,3%,3%,-0.2%,i,-13%,13%,7%
C#CCOCCOCCOCCNc1nc(N2CCN(C(=O)[C@H]([C@@H](C)CC)n3cc(CCC(=O)O)nn3)CC2)nc(N2CCN(C(=O)[C@H](C)n3cc(CCCN=C(N)N)nn3)CC2)n1,3%,1%,7%,4%,0.6%,i,-7%,0%,13%
O=C(Nc1cccc([N+](=O)[O-])c1)C(=O)N1CCCCC1,-20%,-11%,u,-14%,16%,i,-6%,x,2%

# These rows are one share of the data; count on the stated rates, not on these rows.
